Compound activity: PubChem, National Center for Advancing Translational Sciences (NCATS)
Vif-APOBEC3G blk = Vif-A3G binding inhibition. HeLa A3G-eYFP + Vif (tagged APOBEC3G with the HIV-1 protein that degrades it), YFP fluorescence, overnight. Potency, µM (series often up to 46.1 µM), for inactives: at the highest dose activity, negative = active, hits mostly inhibitors. actives 0.076% (n = 410,000);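 note: % is set by controls: 0 for no effect and ±100 for the full control effect; nearly all actives have a fitted effect of over 60% in size; hits raise eYFP signal because A3G escapes Vif-driven loss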
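Read-out is eYFP fluorescence (Ex 488/Em 500-530) from Vif-expressing HeLa A3G-eYFP cells; more signal means A3G escaped Vif-mediated degradation. Cells plated overnight, compound pinned in, incubated overnight at 37 deg C.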
RGS4 inhibitor = inhibitors of human regulator of G protein signaling 4. P49798. Transcreener GDP fluorescence polarization, RGS4-accelerated GTP hydrolysis. Potency, µM (titrated, usually from 114 µM), for inactives: at the highest dose activity change, negative = inhibition, usual class: inhibitors. actives 0.039% (n = 390,000). AID 504845; note: % is set by controls: 0 for no effect and ±100 for the full control effect; nearly all actives have a fitted effect of over 75% in size; some results filed as inactive show a strong effect at the top dose
Target sequence (P49798 whole entry, looked up): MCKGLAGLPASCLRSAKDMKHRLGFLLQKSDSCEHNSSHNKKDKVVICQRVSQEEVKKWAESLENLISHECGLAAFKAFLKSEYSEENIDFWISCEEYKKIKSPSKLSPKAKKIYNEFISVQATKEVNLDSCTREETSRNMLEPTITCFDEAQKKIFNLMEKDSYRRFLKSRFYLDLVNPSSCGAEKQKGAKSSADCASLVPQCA
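MLSMR compounds (23 nl, pin-transferred) preincubated 10 min at room temperature with a 500nM (2x) first reagent, then RGS4 at 900nM (2x) plus Transcreener GDP mix added; fluorescence polarization (620/688 nm) read before and after 90 min at 30 °C.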
TrxR1 inh = blocks rat thioredoxin reductase 1; O89049; recombinant rTrxR1, NADPH fluorescence consumption, selenite substrate; Potency, µM (doses to about 114 µM), for the others: at the highest dose activity change, negative = inhibition, hits mostly inhibitors; actives 1% (n = 390,000); note: % is set by controls: 0 for no effect and ±100 for the full control effect; nearly all actives have a fitted effect of over 65% in size
Target sequence (O89049 whole entry, looked up): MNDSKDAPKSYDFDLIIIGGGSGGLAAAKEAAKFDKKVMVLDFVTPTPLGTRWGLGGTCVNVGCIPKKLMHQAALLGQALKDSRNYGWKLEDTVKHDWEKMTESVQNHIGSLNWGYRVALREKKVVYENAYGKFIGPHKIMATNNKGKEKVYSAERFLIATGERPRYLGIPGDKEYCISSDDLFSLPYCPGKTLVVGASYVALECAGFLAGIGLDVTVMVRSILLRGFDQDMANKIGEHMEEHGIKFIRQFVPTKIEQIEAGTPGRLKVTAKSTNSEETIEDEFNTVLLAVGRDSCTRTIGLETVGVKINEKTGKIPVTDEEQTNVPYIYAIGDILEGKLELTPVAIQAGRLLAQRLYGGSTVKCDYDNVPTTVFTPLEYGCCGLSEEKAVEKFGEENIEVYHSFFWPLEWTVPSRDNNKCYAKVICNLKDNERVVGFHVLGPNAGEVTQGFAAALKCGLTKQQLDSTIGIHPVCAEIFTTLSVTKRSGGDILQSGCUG
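Rat TrxR1 (90 nM in the dispensed reagent) was pre-reduced with 400 uM NADPH for 5 min at room temperature, then incubated with compound for 15 min. After 400 uM selenite was added, NADPH fluorescence (Ex 340/Em 450 nm) was followed for 8 min.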
TrxR1 substrate = is turned over as a substrate by rat TrxR1; O89049; purified TrxR1 substrate turnover, NADPH consumption readout; Potency, µM (titrated, usually from 114 µM), for the others: top-dose activity change, negative = substrate turnover; actives 0.01% (n = 390,000); note: % is set by controls: 0 for no effect and ±100 for the full control effect; nearly all actives have a fitted effect of over 50% in size
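Rat TrxR1, dispensed at 90 nM, was prereduced with 400 uM NADPH (final) for 5 min at ~22 deg C, then incubated with compound 15 min before 400 uM selenite. A first-read NADPH fluorescence drop versus no-compound background flagged substrates.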
ALOX12 inh = blocks human arachidonate 12S-lipoxygenase | P18054 | purified 12hLO, xylenol orange hydroperoxide absorbance | Potency, µM (doses to about 108 µM), for inactives: at the top dose activity change, negative = inhibition, usual class: inhibitors | actives 1.1% (n = 580,000) | AID 1671190; note: % is set by controls: 0 for no effect and ±100 for the full control effect
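Hydroperoxide product was detected by ferrous iron/xylenol orange as the 573 to 405 nm absorbance ratio. Arachidonic acid at 40 uM (final) was turned over for 30 min at room temperature by 150 nM human 12hLO, pH 7.0 Hepes buffer, after 15 min compound preincubation.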
Vif-APOBEC3F blk = inhibitors of Vif-A3F interaction; HeLa A3F-eYFP + Vif (tagged APOBEC3F with the HIV-1 protein that degrades it), YFP fluorescence increase; Potency, µM (top dose mostly 46.1 µM), for the others: at the top dose activity, negative = active; actives 0.2% (n = 390,000); note: % of control where 0% means no effect; nearly all actives have a fitted effect of over 65% in size
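Fluorescence increase (Ex 488/Em 500-530) after overnight compound treatment at 37 deg C flags inhibition of Vif-driven A3F-eYFP loss in stable HeLa A3F-eYFP/Vif cells seeded overnight beforehand.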
IDH1 R132H inh = human IDH1 R132H inhibition. O75874. IDH1-R132H enzyme, NADPH consumption, diaphorase/resazurin fluorescence. Potency, µM (highest dose often 76.6 µM), for the others: at the highest dose activity change, negative = inhibition, hits mostly inhibitors. actives 0.093% (n = 390,000). AID 602179; note: % is set by controls: 0 for no effect and ±100 for the full control effect; nearly all actives have a fitted effect of over 65% in size
Target sequence (O75874 whole entry R132H, stated change not applied): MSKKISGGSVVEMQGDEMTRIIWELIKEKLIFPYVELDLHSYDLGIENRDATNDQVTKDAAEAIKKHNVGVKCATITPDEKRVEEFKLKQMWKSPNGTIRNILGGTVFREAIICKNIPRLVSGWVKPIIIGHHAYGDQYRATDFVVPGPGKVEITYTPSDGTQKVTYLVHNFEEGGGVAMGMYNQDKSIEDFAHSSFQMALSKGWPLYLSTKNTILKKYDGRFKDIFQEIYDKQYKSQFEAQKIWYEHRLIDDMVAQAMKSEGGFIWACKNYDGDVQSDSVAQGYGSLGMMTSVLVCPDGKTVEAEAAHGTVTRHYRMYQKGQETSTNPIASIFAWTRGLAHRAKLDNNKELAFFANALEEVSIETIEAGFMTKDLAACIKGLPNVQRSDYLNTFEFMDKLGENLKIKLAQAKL
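IDH1-R132H (0.5 ug/mL) preincubated 30 min with compound, then NADPH (0.016 mM) and alpha-KG (2 mM) added; 80 min at RT, pH 7.5. Remaining NADPH coupled via diaphorase/resazurin to fluorescence (540/590 nm); concentration-response curves normalized to no-enzyme control.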
USP1 inh = blocks the human USP1/UAF1 deubiquitinase complex; recombinant USP1/UAF1, Ub-Rhodamine cleavage fluorescence; actives 0.23% (n = 390,000); Potency, µM (top dose mostly 57.1 µM), inactives show top-dose activity change, negative = inhibition, most hits filed as inhibitors; O94782; note: % is set by controls: 0 for no effect and ±100 for the full control effect; nearly all actives have a fitted effect of over 60% in size; inactives centre near -12
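Step one: compound is pinned into 1nM USP1/UAF1 in HEPES pH 7.8 buffer with TCEP. Step two: 15 min room-temperature incubation. Step three: Ub-Rho (150nM final) starts cleavage, tracked by fluorescence over six one-minute reads.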
RXFP1 agonist = agonists of human relaxin receptor RXFP1; Q9HBX9; HEK293T-RXFP1 cAMP TR-FRET, 30 min; response scale: percent of porcine relaxin response, buffer zero; Potency, µM (top dose mostly 57.5 µM), without a hit: at the highest dose activation, usual class: activators; actives 0.3% (n = 370,000); AID 2676; note: % is set by controls: 0 for no effect and ±100 for the full control effect; nearly all actives have a fitted effect of over 60% in size; many of its hits are not listed in these tables
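HEK293 cells stably expressing RXFP1, treated 30 min at 37C with compounds plus PDE4 inhibitor Ro 20174; cAMP measured by HTRF TR-FRET. Normalized to buffer and 29 nM porcine relaxin; EC50 by Hill fit.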
* marks the source's active call; other numbers are inactive results; ? = inconclusive; / = no result given; & = joins results of further samples; [ ] = dose if it differs, or a comment. Calls come from the whole dose curve; as a rule, active = well fitted curve in the direction sought with a large enough effect; inconclusive = small, poorly fitted or top-dose-only effect, or another doubt; inactive = no such curve, though single readings can be large; an effect the other way counts as inactive or inconclusive. Potency is the fitted concentration of half-maximal effect. This is a subset. The share of hits here may be higher or lower than overall.

Start of the data: the first 2 entries, ahead of the listing:
Value order – Vif-APOBEC3G blk | RGS4 inhibitor | TrxR1 inh | TrxR1 substrate | ALOX12 inh | Vif-APOBEC3F blk | IDH1 R132H inh | USP1 inh | RXFP1 agonist
Cc1cc(C)c(S(=O)(=O)CCC(C)C)c(=O)[nH]1
 : -3% | 13% | 4%[57.1 µM] | 0%[57.1 µM] | 6% | 0% | 3% | -10% | -0.1%
COc1ccc(CCNC(=O)Cc2ccc(NC(=O)N3CCSc4ncccc43)cc2)cc1OC
 : -2% | 4% | 4% | -7% | 7%&-18% | -9% | 1% | -6% | -1.2%

The listing, repeating the preview:
Value order – Vif-APOBEC3G blk | RGS4 inhibitor | TrxR1 inh | TrxR1 substrate | ALOX12 inh | Vif-APOBEC3F blk | IDH1 R132H inh | USP1 inh | RXFP1 agonist
Cc1cc(C)c(S(=O)(=O)CCC(C)C)c(=O)[nH]1
 : -3% | 13% | 4%[57.1 µM] | 0%[57.1 µM] | 6% | 0% | 3% | -10% | -0.1%
COc1ccc(CCNC(=O)Cc2ccc(NC(=O)N3CCSc4ncccc43)cc2)cc1OC
 : -2% | 4% | 4% | -7% | 7%&-18% | -9% | 1% | -6% | -1.2%
O=C(Cc1ccccc1)N/N=C/c1ccc2cccc(O)c2n1
 : -7% | -17% | 34%[57.1 µM] | -10%[57.1 µM] | 27% | ? | 6% | -21% | 0.1%
O=C(CN1CCCN(Cc2ccc(F)cc2Cl)C1=O)NC1CCCC1
 : 1% | 24% | 3% | -5% | 5% | 8% | -7% | -1% | 0.5%
COc1ccc(NC(=O)COC(=O)CN2C(=O)C3CCCCC3C2=O)cc1OC (stereo not given)
 : 2% | 6% | 10% | 0% | 13% | -16% | -3% | -7% | 0.3%
CC(=O)N1c2ccc(S(=O)(=O)N3CCC(C(=O)Nc4cccc(C(F)(F)F)c4)CC3)cc2CC1C (stereo not given)
 : 0% | -2%[56.9 µM] | 5% | -13% | -1% | -6% | -12% | -12% | -1.2%
Cc1ccc2nc(Nc3nc(CSc4nc5ccccc5s4)cc(=O)[nH]3)nc(C)c2c1
 : 0% | -2% | 7% | -1% | 2% | 2% | 5% | -5% | 0.3%
CCc1nnc(NC(=O)c2c(OC)cccc2OC)s1
 : 1% | 5% | -5% | 11% | 10% | -2% | -1% | -16% | -0.7%
O=c1cc(-c2ccc(F)cc2)nc(SCc2nc(-c3cccc(Cl)c3)no2)[nH]1
 : -1% | 11% | 26%[57.1 µM] | 6%[57.1 µM] | -26% | 1% | 22% | -16% | ?
O=C1CN(C(=O)COc2ccc(F)cc2Br)c2ccccc2N1
 : -7% | 5% | 9% | 6%[57.1 µM] | 2% | -6% | -11% | -21% | 1.3%
Cc1c(N=c2scc(-c3ccccc3)n2C)c(=O)n(-c2ccccc2)n1C
 : -8% | -17% | -5% | -5% | -22% | -3% | 17% | 5% | 0.2%
CC(=C/c1ccccc1)/C=N/n1cnnc1
 : 1% | 10% | 15% | 8% | 0% | -2% | 3% | -21% | 0.4%
CC(C)CCN(CCC(C)C)C(CO)(CO)CO
 : 0% | -14% | -4%[57.1 µM] | -4%[57.1 µM] | ? | 1% | 10% | 2% | 1.0%
Cc1cc(C)cc(OCC(=O)NC(C)c2ccccc2)c1 (stereo not given)
 : -7% | -12% | 4%[57.1 µM] | 2%[57.1 µM] | ? | 8% | 5% | -7% | 3.1%
CN(CC(=O)NCc1ccccn1)S(=O)(=O)c1ccc2ccccc2c1
 : -11% | -8% | 9%[57.1 µM] | 2%[57.1 µM] | -2% | -7% | 0% | -18% | -2.7%
CCOCCCN(C(=O)c1snc(C(N)=O)c1N)C(C(=O)NCCC(C)C)c1ccc(Cl)cc1 (stereo not given)
 : -6% | -24% | 7% | 10% | 0% | -19% | -1% | -20% | 0.4%
CCOC(=O)Nc1cc(Br)c2c(c1)OCCO2
 : -5% | -3% | 18% | -5% | 22% | -10% | 0% | 8% | 1.8%
O=C(CSc1c[nH]c2ccccc12)NCC1CCCO1 (stereo not given)
 : -1% | -18% | 8%[57.1 µM] | -1%[57.1 µM] | 22% | 6% | -4% | -19% | -0.3%
CCc1noc(C)c1C(=O)OCC(=O)c1ccc(NC(C)=O)cc1F
 : 0% | 2% | 23% | 4% | 17% | -3% | -3% | -6% | /
O=C(Nc1sc2c(c1C(=O)NC1CC1)CCCCCC2)c1ccco1
 : 1% | 3% | 7% | 19% | ? | -1% | 5% | -2% | 2.7%
C=CC[N+]1(CC#Cc2ccccc2)CCCC1
 : -2% | -39% | 5%[57.1 µM] | -1%[57.1 µM] | 11% | 18% | 8% | -10% | -0.7%
COc1ccccc1C(=O)Nc1ccc(S(=O)(=O)Nc2ncccn2)cc1
 : -3% | -5% | -7% | 1% | 9% | 2% | -14% | 0% | ?
CCOC(=O)C1=C(C)NC(=O)NC1c1ccc(N(CC)CC)cc1 (stereo not given)
 : 0% | 0% | 20% | 0% | -4% | 1% | -6% | -1% | 2.2%
CCOC(=O)c1cc2sccc2n1CC(=O)OC(C)C
 : 0% | 1% | 13%[57.1 µM] | 0%[57.1 µM] | 2% | 8% | 3% | -4% | 0.7%
CCOc1ccc(Nc2cc(=O)n(C)c(=O)n2C)cc1
 : 2% | 6% | -5% | -6% | -4% | -3% | 1% | 0% | 9.1%
CCOc1ccc(NCc2nc3ccccc3n2CCOc2ccc(C)cc2)cc1
 : -5% | 19% | -4% | -10% | 0% | -10% | -18% | -23% | 0.7%
CCC(=O)Nc1c2c(nn1-c1ccc(C)cc1)CS(=O)(=O)C2
 : 2% | -4% | 18% | 5% | / | 2% | 6% | -8% | 3.1%
COC(=O)c1c(NC(=O)CCCC(=O)O)sc(C)c1C
 : 0% | 23% | 2% | -3% | -5% | -4% | 4% | -13% | 2.8%
CCOC(=O)C1CCN(C(=O)c2cc3c(OC)c(OC)c(OC)cc3[nH]2)CC1
 : 3% | -21% | 12%[57.1 µM] | -16%[57.1 µM] | 15% | ? | 8% | -9% | -2.4%
O=C(Nc1ccccc1F)C1CCCN1S(=O)(=O)c1cccc2nsnc12 (stereo not given)
 : 3% | -12%[56.9 µM] | 25%[57.1 µM] | 11%[57.1 µM] | -10% | 2% | -1% | -23% | 0.5%
COc1cc(-c2noc(C3CCCN(S(=O)(=O)c4cccc(Cl)c4)C3)n2)cc(OC)c1OC (stereo not given)
 : 1% | 3% | 19% | 6% | 20% | 0% | 5% | -25% | 2.5%
Cc1ccc2c(c1)C1CN(C)CCC1N2S(=O)(=O)c1ccccc1F (stereo not given)
 : 1% | 6% | 3% | 1% | ? | 0% | -4% | -9% | 1.0%
Cc1cccc(-n2cc[nH]c2=S)c1C
 : 0% | -26% | -6%[57.1 µM] | 8%[57.1 µM] | 50µM* | -10% | 2% | -6% | -2.9%
CN1CCSc2ccc(C(=O)Nc3ccc(Cl)cc3)cc21
 : 8% | 1% | 46%[activator] | 80%[activator] | -23% | 8% | 6% | -15% | 18%
COc1ccc(CNC(=O)CN(Cc2ccc(F)cc2)C(=O)c2csnn2)cc1
 : 0% | -21% | 6%[57.1 µM] | 8%[57.1 µM] | -6% | -1% | 5% | -14% | 3.9%
COc1ccc(OC)c(Nc2nc(-c3cccc([N+](=O)[O-])c3)nc3ccccc23)c1
 : 0% | 5% | 1% | -3% | ? | -2% | 1% | -25% | -0.9%
CCOc1ccccc1NC(=O)N(Cc1ccc(F)cc1)C1CCN(CC)CC1
 : / | 5% | 9% | -1% | -4% | / | / | ? | 2.5%
COc1cc2nc(NCCc3ccc(Cl)cc3)n3nc(-c4ccccc4)nc3c2cc1OC
 : -1% | 25% | 23% | 8% | 0% | 1% | -5% | 1% | -2.3%
C[N+](C)(C)CCOC(=O)CCC(=O)OCC[N+](C)(C)C
 : 0% | 5%[56.9 µM] | 24%[57.1 µM] | 14%[57.1 µM] | 10%&-22% | -3% | 6% | -25% | /
COc1ccc(N2CCN(C(=O)CCS(=O)(=O)c3ccc(OC)cc3)CC2)cc1
 : -2% | -3% | 22% | 6% | -13% | 2% | -5% | -17% | -0.8%
Oc1ccc(Nc2ncnc3ccccc23)cc1
 : -7% | 12% | -6% | -11% | -20% | -4% | 2% | 7% | 3.3%
CCc1cccc2sc(N3CCN(C(=O)c4cc5ccccc5cc4OC)CC3)nc12
 : 3% | 28% | 10%[57.1 µM] | -7%[57.1 µM] | ? | 5% | -10% | ? | -5.0%
O=C(Nc1cccc(Cl)c1)C1C2CCC3C(CCC21)C3(Cl)Cl (stereo not given)
 : 0% | -13% | 4%[57.1 µM] | 2%[57.1 µM] | -33% | -21% | 0% | -27% | 4.6%
O=C(COC(=O)C1=COCCO1)Nc1ccc2c(c1)OCO2
 : -1% | -17%[56.9 µM] | 4% | 0% | 0% | 0% | 3% | -16% | 1.2%
Cc1ccc(SC/C(O)=C(\C#N)c2nc3ccccc3s2)cc1
 : -8% | 0% | -16% | -6% | -35% | 0% | 0% | -3% | -0.2%
COc1ccc2c(c1)[nH]c1c(=O)n(/N=C/c3ccc(OC)c(CN4CCCC4)c3)cnc12
 : 0% | 7%[11.4 µM] | -21% | -14% | ? | -6% | -9% | -11% | -7.0%
COc1cccc(-c2ccc3ncnc(NCc4ccc5c(c4)OCO5)c3c2)c1
 : 1% | 18% | 19% | 6% | -28% | -1% | / | / | -1.3%
Cc1ccccc1-n1c(SCC(=O)NCc2cccs2)nc2ccccc2c1=O
 : -2% | 6% | -2% | -5% | -8% | -1% | 4% | -8% | -1.7%
